From PubChem
Tau FP inhib: inhibitors of human tau fibril formation; P10636; K18 P301L tau heparin fibrillization, Alexa594 FP, 6 h; Potency, µM (titrated, usually from 57.7 µM), without a hit: top-dose activity, negative = inhibition, usual class: inhibitors; 280,000 tested, 0.39% active; AID 1468; further: on the % scale 0 is the no-effect control and ±100 the full control effect; nearly all actives have a fitted effect of over 55% in size
Target sequence (P10636 561-689 P618L limits assumed): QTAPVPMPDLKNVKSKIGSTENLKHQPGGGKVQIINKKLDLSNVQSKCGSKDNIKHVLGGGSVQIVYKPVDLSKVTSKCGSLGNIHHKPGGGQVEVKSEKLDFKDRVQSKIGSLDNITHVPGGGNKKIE
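K18 P301L tau (15 uM unlabeled/0.24 uM Alexa 594-labeled, final) + compound + heparin 20 uM final; 100 mM NaOAc pH 7; 6 hr 37 C; ThT 30 uM final added, 1 hr RT; FP ex 555/em 632 nm.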
Tau ThT inhib: tau fibrillization inhibition (ThT binding); P10636; Potency, µM (series often up to 57.4 µM), for the others: top-dose activity, negative = inhibition, usual class: inhibitors; 270,000 tested, 2.1% active; recombinant tau K18 P301L, heparin-induced fibrillization, ThT fluorescence; further: on the % scale 0 is the no-effect control and ±100 the full control effect; nearly all actives have a fitted effect of over 55% in size
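Heparin-induced fibrillization of the P301L-mutant K18 repeat-domain fragment of human tau was followed by ThT binding in quantitative high-throughput format.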
GAA glycogen mod: inhibitors or activators of human alpha-glucosidase glycogen cleavage. recombinant GAA, glycogen substrate, Amplex Red glucose oxidase fluorescence. Potency, µM (series often up to 76.4 µM), without a hit: top-dose activity change, negative = inhibition, hits mostly inhibitors. P10253. 300,000 tested, 0.38% active;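 further: 0% = full enzyme reaction and -100% = no-enzyme basal signal; the screen sought inhibitors and activators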
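Natural-substrate format: glycogen cleavage by 4 nM human enzyme, glucose read by Amplex Red coupling (Ex 573, Em 610 nm). Normalized to enzyme and no-enzyme controls.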
GAA spleen mod: inhibits or activates alpha-glucosidase in human spleen homogenate | P10253 | human spleen homogenate, 4-MU-alpha-glucoside fluorescence | Potency, µM (doses to about 79.9 µM), without a hit: at the top dose activity change, negative = inhibition, hits mostly inhibitors | 240,000 tested, 0.006% active;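 further: 0% = enzyme with vehicle and -100% = no enzyme basal signal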
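Human spleen homogenate (1 ug) incubated with compounds and 1 mM 4-methylumbelliferyl-alpha-D-glucopyranoside in pH 5.0 citrate/phosphate buffer, 37 C, 40 min. Stopped at pH 10; 4-MU fluorescence (Ex 365/Em 440 nm); AC50 by Hill fit.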
Tau fluor counter: counter-screen for tau fibril formation inhibitors; tau K18 P301L (four-repeat tau fragment) Alexa594 fluorescence, heparin fibrillization; Potency, µM (top dose mostly 57.7 µM), for the others: at the top dose activity change, negative = decrease; 280,000 tested, 0.93% active; further: on the % scale 0 is the no-effect control and ±100 the full control effect; nearly all actives have a fitted effect of over 55% in size
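Human K18 P301L tau (15 uM unlabeled plus 0.24 uM Alexa 594-labeled, final) in 100 mM sodium acetate pH 7 was mixed with compound and 20 uM heparin and incubated 6 hr at 37 C.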
GAA inh: inhibitors of human lysosomal alpha-glucosidase. P10253. purified human GAA, 4-MU-alpha-glucoside fluorescence. Potency, µM (series often up to 76.9 µM), for inactives: at the top dose activity change, negative = inhibition, most hits filed as inhibitors. 200,000 tested, 0.005% active. AID 1466;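 further: plate controls were uninhibited enzyme wells for no effect and no-enzyme background for full effect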
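Compounds are titrated up to 77 uM against 4 nM human enzyme. Substrate 4-methylumbelliferyl-alpha-D-pyranoside (400 uM) reacts 20 min at room temperature in pH 5.0 buffer; liberated 4-methylumbelliferone is read at 440 nm.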
aGal spleen mod: inhibitors or activators of human alpha-galactosidase in spleen homogenate; P06280; human spleen homogenate, 4MU-alpha-Gal fluorescence, 40 min; Potency, µM (series often up to 80 µM), without a hit: at the highest dose activity change, negative = inhibition, hits mostly inhibitors; 240,000 tested, 0.008% active; AID 2107;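 further: 0% = enzyme with vehicle and -100% = no enzyme basal signal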
Target sequence (P06280 32-429 limits assumed): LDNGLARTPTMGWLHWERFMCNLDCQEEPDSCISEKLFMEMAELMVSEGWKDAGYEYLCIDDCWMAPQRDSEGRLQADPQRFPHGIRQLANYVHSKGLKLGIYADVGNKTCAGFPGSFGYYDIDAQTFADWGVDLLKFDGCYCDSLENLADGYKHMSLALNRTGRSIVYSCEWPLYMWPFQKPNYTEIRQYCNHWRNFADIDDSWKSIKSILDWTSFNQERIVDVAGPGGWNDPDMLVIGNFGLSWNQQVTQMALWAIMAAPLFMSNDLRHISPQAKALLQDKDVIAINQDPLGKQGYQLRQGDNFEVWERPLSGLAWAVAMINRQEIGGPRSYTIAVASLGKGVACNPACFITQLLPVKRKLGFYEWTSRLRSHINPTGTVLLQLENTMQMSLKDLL
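Fluorogenic readout (Ex 365/Em 440 nm) of 4-methylumbelliferone released from 1 mM 4-MU-alpha-galactoside by spleen homogenate, 40 min at 37C, pH 5.0. Data normalized to no-enzyme and enzyme controls; Hill-equation AC50 from compound titrations.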
HTT cytoprotect: cytoprotection in Huntington HTT-Q103 PC12 cell model. PC12 HTT-Q103 induced, cytoprotection, ATP luminescence, 40 h. Potency, µM (titrated, usually from 56.4 µM), without a hit: cytoprotection (ATP increase), usual class: activators. 230,000 tested, 0.14% active;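 further: % of control where 0% means no effect; nearly all actives have a fitted effect of over 45% in size; toxic huntingtin expression switched on by the ecdysone agonist tebufenozide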
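Readout: ATPlite luminescence (ATP level). Model: stable PC12, inducible Htt exon1 Q103-GFP. Inducer: tebufenozide, 100 nM final. Compounds: dose series. No G418 in medium.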
Active calls of the source: *; ? = inconclusive; nt = not tested or not shown; [ ] = remark or other dose. The call rests on the fitted dose curve; in most records, active means well fitted curve in the direction sought with a large enough effect; inconclusive means small, poorly fitted or top-dose-only effect, or another doubt; inactive means no such curve, though single readings can be large; an effect the other way counts as inactive or inconclusive. Potency means the concentration at half of the fitted maximal effect.

SMILES	Tau FP inhib	Tau ThT inhib	GAA glycogen mod	GAA spleen mod	Tau fluor counter	GAA inh	aGal spleen mod	HTT cytoprotect
COCCNC(=O)c1ccc(-c2csc(C)n2)cc1	-1.7%	-5.2%	-3.7%	-21.0%	-6.8%	2.9%	-2.3%	-61.7%[inhibitor]
CCc1nnc(NS(=O)(=O)c2ccc(NC(=O)/C=C/c3ccccc3Cl)cc2)s1	-6.4%	-1.9%	-7.9%	1.9%	-25.4%	?	2.7%	-34.1%[inhibitor]
CCOCC(=O)Nc1cc(-c2cn3cccnc3n2)ccc1C	9.6%	2.2%	-16.9%	?	8.8%	?	?	4.8%
COc1ccc(-c2oc3ccccc3c(=O)c2OC(=O)c2ccc(C)cc2)cc1	7.4%	-1.3%	-9.6%	-6.2%	4.4%	-2.9%	-8.6%	4.7%
O=C(O)c1cn(-c2ccccc2)c(=O)c2ccccc12	-15.0%	-5.6%	1.2%	8.8%	-7.9%	0.2%	5.8%	-14.9%
C[N+]1=C(/C=C/Nc2ccccc2Cl)C(C)(C)c2ccccc21	?	28.2µM*	-3.1%	-10.2%	?	-3.1%	-13.3%	12.2%[10 µM]
CC(=O)N1CCOc2cc(S(=O)(=O)NCc3ccc(C)cc3)c(C)cc21	-0.8%	-10.9%	-6.2%[76.3 µM]	nt	-2.9%	nt	nt	nt
Cc1ccc(NC(=O)c2ccc(CSc3nnc(C)s3)cc2)cc1	-3.4%	-5.8%	4.2%	-11.2%	-0.1%	2.1%	3.4%	-19.4%
COc1ccc(-c2nc3ccccc3s2)cc1O	-5.1%	?	-4.7%	-5.7%	?	-6.9%	5.0%	-142.3%[inhibitor][0.074 µM]
Cc1ccccc1-n1c(-c2ccoc2C)n[nH]c1=S	-1.0%	-3.8%	11.0%	9.2%	-0.2%	0.0%	-2.8%	nt
O=C1NC(Cc2c[nH]c3ccccc23)C(=O)N1Cc1ccc(CN2C(=O)NC(Cc3c[nH]c4ccccc34)C2=O)cc1 (stereo unspecified)	-3.4%	-9.2%	5.5%	-4.1%	-7.4%	11.1%	1.3%	-17.3%[10 µM]
CC(=O)CCn1cnc([N+](=O)[O-])n1	2.8%	5.7%	-1.9%	-1.8%	2.4%	-1.1%	-3.9%	?
O=C(Nc1nc2c(s1)CCCC2)C1COc2ccccc2O1 (stereo unspecified)	-3.2%	-21.5%	-2.5%	-6.5%	-17.6%	7.9%	-2.5%	16.5%[10 µM]
COc1ccc(N2C(=O)CCC(C(=O)Nc3cccc(C)n3)C2c2ccc(OC)c(OC)c2)cc1 (stereo unspecified)	-5.8%	-15.4%	6.0%	4.1%	-8.9%	2.6%	-2.2%	-6.6%
COc1ccccc1Nc1cc(C(=O)NC2CCC(C)CC2)c2ccccc2n1 (stereo unspecified)	-1.4%	6.2%	12.6%[76.3 µM]	nt	-12.4%	nt	nt	nt
O=C(COC(=O)Cn1cnc2ccccc2c1=O)Nc1ccc2c(c1)OCO2	9.6%	-8.8%	14.5%	-0.7%	-6.3%	6.6%	1.3%	-12.9%[10 µM]
CC(=O)c1c(NCc2ccccc2)nc(=O)n(-c2ccccc2)c1C	3.5%	-1.9%	17.6%	-8.1%	1.9%	-2.0%	-0.6%	-17.7%
Cc1cc(C(=O)N/N=C\C(Br)=C\c2ccccc2)c(C)o1	?	?	0.4%	nt	?	-12.8%	12.6%	-77.4%[inhibitor]
O=C(O)c1ccc(/C=N/NC(=O)c2ccc(CN3c4cccc5cccc(c45)S3(=O)=O)cc2)cc1	-8.4%	-10.9%	-0.2%	-1.8%	-11.3%	nt	-2.6%	24.1%[10 µM]
Cc1cccc(OCc2nnc(-c3ccccc3)o2)c1	13.0%	-0.7%	-6.4%[76.3 µM]	nt	-6.1%	nt	nt	nt
COc1ccc(OC)c(/C=C/C(=O)OCC(=O)Nc2cccc(Oc3ccccc3)c2)c1	?	-1.3%	8.1%	4.6%	?	?	?	-4.9%[10 µM]
C=CCc1cccc2cc(C(=O)O)c(=O)oc12	-1.8%	-2.4%	-0.2%	4.4%	-8.0%	-0.4%	2.8%	9.6%[10 µM]
Cc1cc(C)nc(N2CCCC(C(=O)NNC(=O)c3ccncc3)C2)n1 (stereo unspecified)	1.4%	-6.6%	2.1%	2.0%	-3.5%	nt	10.4%	-0.1%[10 µM]
COc1ccccc1NC(=O)CSc1oc(-c2ccco2)nc1S(=O)(=O)c1ccc(Br)cc1	-21.2%	2.2%	-6.8%[76.3 µM]	nt	?	nt	nt	nt
COc1ccc(OC)c(CC2C(=O)Nc3ccc(Br)cc32)c1 (stereo unspecified)	-6.0%	-6.4%	-10.1%[76.3 µM]	nt	-23.6%	nt	nt	nt

A run of entries taken from the entries so far:
SMILES	Tau FP inhib	Tau ThT inhib	GAA glycogen mod	GAA spleen mod	Tau fluor counter	GAA inh	aGal spleen mod	HTT cytoprotect
CCOCC(=O)Nc1cc(-c2cn3cccnc3n2)ccc1C	9.6%	2.2%	-16.9%	?	8.8%	?	?	4.8%
COc1ccc(-c2oc3ccccc3c(=O)c2OC(=O)c2ccc(C)cc2)cc1	7.4%	-1.3%	-9.6%	-6.2%	4.4%	-2.9%	-8.6%	4.7%
O=C(O)c1cn(-c2ccccc2)c(=O)c2ccccc12	-15.0%	-5.6%	1.2%	8.8%	-7.9%	0.2%	5.8%	-14.9%
C[N+]1=C(/C=C/Nc2ccccc2Cl)C(C)(C)c2ccccc21	?	28.2µM*	-3.1%	-10.2%	?	-3.1%	-13.3%	12.2%[10 µM]
CC(=O)N1CCOc2cc(S(=O)(=O)NCc3ccc(C)cc3)c(C)cc21	-0.8%	-10.9%	-6.2%[76.3 µM]	nt	-2.9%	nt	nt	nt

Next part
SMILES	Tau FP inhib	Tau ThT inhib	GAA glycogen mod	GAA spleen mod	Tau fluor counter	GAA inh	aGal spleen mod	HTT cytoprotect
O=C(CN1CCN(c2ncccn2)CC1)N1CCCc2c1c(=O)oc1ccc(O)cc21	-2.2%	-2.6%	-0.7%	-8.1%	-4.6%	6.2%	0.1%	20.0%[10 µM]
S=C(Nc1ccc(Br)cc1)N1CCCC1	-7.6%	2.7%	11.3%	-0.9%	0.4%	-10.8%	13.4%	14.3%[10 µM]
CCOc1ccc(C2CC(c3cccc(OC)c3)n3nc(N)nc3N2)cc1 (stereo unspecified)	3.7%	?	3.4%	-12.6%	-9.9%	0.1%	-11.3%	7.4%
CC(=O)C(Sc1nc(N2CCOCC2)nc(N2CCOCC2)n1)C(=O)Nc1ccccc1 (stereo unspecified)	3.7%	-6.9%	?	-5.0%	-3.7%	-13.7%	3.9%	-17.9%
COc1ccc(NC(=O)C(NC(C)=O)C(=O)NCc2ccccc2Cl)cc1 (stereo unspecified)	1.9%	-14.3%	0.1%	-13.4%	-1.7%	2.8%	-25.3%	5.9%[10 µM]
O=C1CCCC2=C1C(c1ccccc1)NC(=S)N2 (stereo unspecified)	-3.9%	-9.9%	10.1%	-3.5%	-11.2%	4.2%	-0.3%	-33.6%[inhibitor]
CCOc1ccc(-c2cn3c(n2)sc2cc(C(=O)NCCCN(CC)CC)ccc23)cc1	0.1%	1.2%	12.3%[76.3 µM]	nt	0.8%	nt	nt	nt
COC(=O)c1cc(CNC(=O)c2ccccc2Cl)ccc1OC	4.7%	4.2%	1.4%	4.2%	-0.1%	7.3%	-10.5%	-6.7%[10 µM]
CN(CCCNC(=O)Cn1ncc2c([nH]c3ccccc32)c1=O)Cc1ccccc1	-1.6%	3.3%	10.5%[76.3 µM]	nt	-0.6%	nt	nt	nt
CC(CC(=O)Nc1ccc(C(N)=O)cc1)c1ccccc1 (stereo unspecified)	-10.0%	-3.1%	9.8%	7.5%	-2.8%	3.5%	-1.1%	25.7%[10 µM]
Fc1ccccc1CNCCC(Cc1ccccc1)c1ccc2c(c1)OCO2 (stereo unspecified)	3.5%	-15.6%	2.7%	-5.1%	-10.4%	-5.6%[15.4 µM]	4.1%	-17.0%[10 µM]
O=C(O)c1ccc(OCCOc2ccccc2)cc1	3.1%	-4.6%	5.9%	2.3%	-0.3%	-1.6%	14.5%	0.4%[10 µM]
COc1ccc(C2CC(=O)Oc3cc(O)cc(O)c32)cc1 (stereo unspecified)	-7.9%	-0.7%	-4.5%	3.6%	-4.5%	nt	1.5%	22.6%[10 µM]
COc1ccc(Nc2nnc(-c3ccc(O)cc3)c3ccccc23)cc1	11.5%	?	-6.4%	1.2%	-26.4%	5.1%	-0.5%	-81.4%[inhibitor]
CN(C)S(=O)(=O)CC12CCC(CC1=O)C2(C)C (stereo unspecified)	-0.8%	-4.6%	-28.5%	2.0%	2.3%	-1.8%	3.5%	-4.3%
Cc1nc(-c2cccc(S(=O)(=O)N3CCCCCC3)c2)cs1	13.5%	-9.9%	-9.5%	-1.7%	-18.0%	-3.4%	-5.7%	1.9%
COc1ccccc1C1N(c2ccc(Cl)cc2)C(=O)C2CCCN21 (stereo unspecified)	-12.8%	-0.7%	-4.5%	-0.8%	-0.1%	-6.3%	16.7%	-0.5%
COc1ccc([C@@H]2[C@H]3CN(C(C)=O)CC=C3C(C#N)=C(N)C2(C#N)C#N)c2ccccc12	?	?	7.2%	-3.6%	-11.7%	-4.1%	-6.7%	-12.5%[0.074 µM]
COc1ccccc1N1CCN(CC(=O)c2c(N)n(C)c(=O)n(C)c2=O)CC1	-3.9%	-6.1%	6.7%	1.6%	2.7%	5.6%	2.4%	-36.6%
COc1cccc(NC(=S)NC2CC(C)(C)NC(C)(C)C2)c1	3.2%	1.1%	10.7%	-12.8%	5.4%	1.4%	-12.9%	11.4%[0.074 µM]
Cc1cccc(-n2c(=O)c3c(n4cnnc24)-c2ccccc2CC32CCCCC2)c1	-4.1%	-13.7%	-11.1%	0.6%	-7.4%	?	3.8%	-25.9%
COc1ccc(Cl)cc1N(CC(=O)N/N=C/c1ccc(OC(C)C)cc1)S(=O)(=O)c1ccc(C)c([N+](=O)[O-])c1	-1.8%	-11.2%	-1.0%	-6.3%	-25.6%	-4.5%	4.2%	?
